Assay outcomes as filed in PubChem.
AmpC detergent: qHTS Inhibitors of AmpC Beta-Lactamase (assay with detergent). AmpC hydrolysis of nitrocefin, absorbance 480 nm, 0.01% Triton. P00811. hit rate 0.041% among 370,000. Potency, µM (series often up to 114 µM), for inactives: top-dose activity change, negative = inhibition, actives largely listed as inhibitors. AID 485294, 2010;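 also: potency is read from the fitted curve at half-maximal effect; 0% = no-compound wells and -100% = no-enzyme wells; nearly all actives have a fitted effect of over 25% in size; some results filed as inactive show a strong effect at the top dose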
Target sequence (P00811 whole entry, looked up): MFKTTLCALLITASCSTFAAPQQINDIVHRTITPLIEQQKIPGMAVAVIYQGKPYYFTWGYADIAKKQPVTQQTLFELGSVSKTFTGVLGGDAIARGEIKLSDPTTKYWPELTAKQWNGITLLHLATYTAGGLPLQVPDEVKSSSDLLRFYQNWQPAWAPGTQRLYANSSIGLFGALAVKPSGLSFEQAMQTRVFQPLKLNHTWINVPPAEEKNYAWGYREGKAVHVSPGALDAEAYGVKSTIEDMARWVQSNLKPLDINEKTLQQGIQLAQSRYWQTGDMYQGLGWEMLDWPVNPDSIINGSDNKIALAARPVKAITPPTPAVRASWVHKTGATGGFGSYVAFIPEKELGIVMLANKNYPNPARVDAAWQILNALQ
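AmpC (5.3 nM in the dispensed reagent) in 20 mM phosphate pH 7.0 with 0.01% (detergent screen) or 0.0001% Triton X-100 was preincubated with compounds for 15 min at room temperature. Nitrocefin was then added from an 800 uM solution, and hydrolysis was followed at 480 nm.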
AMA1-RON2 inh: qHTS for Inhibitors of AMA1-RON; Towards Development of Antimalarial Drug Lead: Primary Screen; Plasmodium falciparum AMA1 (3D7) - RON2 peptide interaction; AlphaScreen AMA1-biotinylated RON2 peptide binding; Potency, µM (series often up to 58.2 µM), without a hit: at the top dose activity change, negative = inhibition, most hits filed as inhibitors; hit rate 0.2% among 360,000; AID 720542, 2013;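 also: potency is read from the fitted curve at half-maximal effect; 0% = vehicle wells and -100% = peptide control; nearly all actives have a fitted effect of over 45% in size; some results filed as inactive show a strong effect at the top dose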
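AMA1 (3D7) with his tag at 25 nM final met compounds first, then biotinylated RON2 peptide at 25 nM; detection used donor plus acceptor beads, 10 µg/mL apiece, read by AlphaScreen after 30 min at room temperature.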
AmpC no deterg: qHTS Inhibitors of AmpC Beta-Lactamase (assay without detergent); AID 485341, 2010; hit rate 0.52% among 330,000; Potency, µM (doses to about 57.1 µM), without a hit: at the highest dose activity change, negative = inhibition, actives largely listed as inhibitors; AmpC nitrocefin hydrolysis, absorbance 480 nm, 0.0001% Triton;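 also: potency is read from the fitted curve at half-maximal effect; plate controls were no compound for no effect and no enzyme for full effect; nearly all actives have a fitted effect of over 20% in size; some results filed as inactive show a strong effect at the top dose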
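AmpC (5.3 nM in the dispensed reagent) in 20 mM phosphate pH 7.0 with 0.01% (detergent screen) or 0.0001% Triton X-100 was preincubated with compounds for 15 min at room temperature. Nitrocefin was then added from an 800 uM solution, and hydrolysis was followed at 480 nm.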
HCMV inh: qHTS Assay for inhibitors of the human cytomegalovirus (HCMV); activity change, negative = inhibition, % at 57.5 µM; hit rate 4.5% among 410,000; HFF cells, HCMV-luciferase reporter, 72 h; stronger effect = lower value; in the data active = activity change below about -60%; inconclusive = no clear call, values can overlap the other calls; inactive = above about -39%
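HFF cells seeded 16 h at 37C, treated with compounds, infected with luciferase-reporter HCMV at MOI 1 PFU/cell; luciferase read at 72 h post infection, normalized to buffer-only and Salinomycin controls.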
LmPK inh: qHTS Assay for Inhibitors of Leishmania Mexicana Pyruvate Kinase (LmPK); Q27686; purified LmPK, Kinase-Glo ATP luminescence, 1 h; Potency, µM (titrated, usually from 57.5 µM), for inactives: at the top dose activity change, negative = inhibition, usual class: inhibitors; hit rate 0.37% among 290,000; AID 1721, 2009; also: potency is read from the fitted curve at half-maximal effect
Target sequence (Q27686 whole entry, looked up): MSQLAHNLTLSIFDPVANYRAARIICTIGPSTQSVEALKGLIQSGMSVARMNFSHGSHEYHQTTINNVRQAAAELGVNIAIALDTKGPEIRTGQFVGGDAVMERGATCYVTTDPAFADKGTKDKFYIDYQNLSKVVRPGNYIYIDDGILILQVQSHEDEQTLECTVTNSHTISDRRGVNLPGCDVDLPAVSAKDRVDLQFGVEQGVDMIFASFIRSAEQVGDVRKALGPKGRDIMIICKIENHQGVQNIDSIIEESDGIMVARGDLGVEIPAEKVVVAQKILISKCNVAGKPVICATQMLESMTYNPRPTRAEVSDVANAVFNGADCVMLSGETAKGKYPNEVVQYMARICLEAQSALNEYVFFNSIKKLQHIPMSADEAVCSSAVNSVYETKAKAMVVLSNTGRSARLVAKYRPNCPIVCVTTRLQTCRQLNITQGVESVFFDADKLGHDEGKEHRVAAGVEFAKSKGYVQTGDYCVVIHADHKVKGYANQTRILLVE
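In 50 mM imidazole pH 7.2 with 7 mM MgCl2, LmPK (0.1 nM) turned over PEP (0.5 mM) and ADP (0.1 mM) for 1 h at room temperature. Luciferase read-out of ATP.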
Sm TGR block: qHTS Assay for the Inhibitors of Schistosoma Mansoni Peroxiredoxins | Potency, µM (highest dose often 114 µM), inactives show at the top dose activity change, negative = inhibition, usual class: inhibitors | hit rate 3% among 360,000 | purified TGR, DTNB reduction, TNB absorbance 405 nm; also: potency is read from the fitted curve at half-maximal effect; nearly all actives have a fitted effect of over 60% in size
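TGR 20 nM + NADPH 100 uM (dispensed conc.), cpd preinc 15 min RT; start with NADPH (500 uM addition) then DTNB (15 mM addition). Kinetic TNB absorbance, 405 nm filter. Four-parameter Hill fit across titration.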
TbPYK inhibitor: qHTS of Trypanosoma Brucei Inhibitors; Potency, µM (highest dose often 76.8 µM), for inactives: at the highest dose activity, negative = inhibition, actives largely listed as inhibitors; pyruvate kinase (Trypanosoma brucei), Q57TT1; hit rate 0.12% among 410,000; TbPYK enzyme, Kinase-Glo Plus ATP luminescence, 45 min; also: potency is read from the fitted curve at half-maximal effect; nearly all actives have a fitted effect of over 50% in size
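Enzyme and substrate buffer are dispensed first and compound is pin-transferred. ADP at 130 uM final then starts the reaction, which runs 45 min at room temperature. Detection reagent is added for 10 min before luminescence is imaged.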
Active calls of the source: *; ? = inconclusive; / = not tested or not shown; [ ] = another dose, or the depositor's remark. Unless noted, calls follow the shape of the dose curve; as a rule, active = well fitted curve in the direction sought with a large enough effect; inconclusive = small, poorly fitted or top-dose-only effect, or another doubt; inactive = no such curve, though single readings can be large; an effect the other way counts as inactive or inconclusive. Unless noted, % is scaled to controls: 0 for no effect and ±100 for the full control effect.

SMILES	AmpC detergent	AMA1-RON2 inh	AmpC no deterg	HCMV inh	LmPK inh	Sm TGR block	TbPYK inhibitor
FC(F)(F)c1nc(N2CCCC2)ncc1-c1nnnn1-c1ccc(Cl)cc1	-10.6%	9.9%	21.4%	-65.1*	-0.9%	-27.8%	-19.3%
CC(C)[C@H]1C(=O)Nc2ccccc2N1C(=O)N[C@@H](Cc1ccccc1)C(=O)N[C@@H](Cc1ccccc1)C(=O)O	-10.4%	13.6%	-48.2%	6.1	-6.9%	-1.3%	-4.0%
CCCNC(=O)Cn1cnc2sc(C(=O)Nc3ccc4c(c3)OCO4)c(C)c2c1=O	-1.1%	0.0%	-5.7%	41.9	0.0%	3.3%	-18.3%
CSc1ccc(NC(=O)CSc2nc3[nH]c(=O)cc(O)c3s2)cc1	-6.0%	24.4%	?	-15.0	/	-14.7%	-2.3%
Cc1cc(C)nc(SCC(=O)c2cc3ccccc3oc2=O)n1	5.1%	4.0%	-3.6%	?	2.6%	-21.9%	-21.4%
CC(C)(C)C(=O)COC(=O)c1cc(S(=O)(=O)N2CCCCC2)ccc1N1CCOCC1	?	0.0%	-13.2%	-11.9	/	1.5%	3.0%
COc1ccc(OC)c(S(=O)(=O)NCC(c2cccs2)S(=O)(=O)c2ccc(F)cc2)c1 (stereo not given)	-0.4%	/	/	?	/	0.316µM*	1.8%
COCCSc1nnc(NC(=O)COC)s1	-0.1%	-6.7%	-15.6%	9.4	-4.9%	9.1%	1.2%
Cc1c(Cl)c([N+](=O)[O-])nn1CC(=O)NCC1CCCO1 (stereo not given)	3.6%	23.2%	-12.5%	35.2	-8.6%	13.6%	3.6%
Nc1c2c(nc3ccc(Br)cc13)N(c1ccccc1)CC2	0.2%	-16.2%	-39.2%	-9.4	-14.2%	?	10.2%
CNC(=S)N(C)CCc1cc2c(c(OC)c1C=C1C(=O)NC(=O)NC1=O)OCO2	-1.3%	-10.1%	-17.2%	-5.1	-1.8%	?	-10.5%
c1ccc(CSc2nnc(-c3ccco3)n2Cc2ccco2)cc1	-9.7%	-9.1%	-18.3%	4.4	-2.8%	44.7µM*	-0.8%
O=S(=O)(c1ccccc1Cl)N1CCCC1c1nc(-c2ccccc2Cl)no1 (stereo not given)	-1.9%	7.3%	-12.5%	?	0.0%	16.8%	1.4%
CC1CC(CC(C)C(=O)NC(=S)Nc2ccc(S(N)(=O)=O)cc2)C(=O)O1 (stereo not given)	4.7%	-6.8%	-15.8%	-23.9	2.8%	-0.4%	-2.1%
CC(NC(=O)Cn1nc(C(=O)O)c2ccccc2c1=O)c1ccccc1 (stereo not given)	-1.7%	-3.0%	-15.4%	51.5	0.1%	-2.8%	-3.7%
COc1ccc2ncc(S(=O)(=O)c3ccccc3)c(N3CCC4(CC3)OCCO4)c2c1	-1.1%	-6.2%[11.6 µM]	77.8%[activator]	-35.4	3.0%	-0.2%	4.0%
COc1cccc(C(=O)c2cc3cc(Cl)ccc3[nH]2)c1	0.2%	5.8%	-32.1%	64.6	1.6%	20.6%	0.7%
C[C@H](O)[C@@H]1C(=O)N2CCc3ccc(-c4ccccc4)cc3[C@@H]2C[C@@H]1N(C)C(=S)Nc1ccc(F)cc1	/	-1.0%	/	-11.6	/	/	-2.2%
C=CCNC(=S)NNC(=O)Cn1c(-c2ccccc2)cc(=O)n2ncnc12	1.9%	83.7%[activator]	-24.7%	11.4	5.2%	-6.4%	6.0%
CCN1C(=O)[C@H]2[C@@H](c3ccc(C(F)(F)F)cc3)N[C@]3(CCCN(Cc4ccc(Br)cc4)C3=O)[C@H]2C1=O	/	2.5%	/	9.7	/	/	3.5%

Already shown: 5 of the compounds above.
SMILES	AmpC detergent	AMA1-RON2 inh	AmpC no deterg	HCMV inh	LmPK inh	Sm TGR block	TbPYK inhibitor
CNC(=S)N(C)CCc1cc2c(c(OC)c1C=C1C(=O)NC(=O)NC1=O)OCO2	-1.3%	-10.1%	-17.2%	-5.1	-1.8%	?	-10.5%
c1ccc(CSc2nnc(-c3ccco3)n2Cc2ccco2)cc1	-9.7%	-9.1%	-18.3%	4.4	-2.8%	44.7µM*	-0.8%
O=S(=O)(c1ccccc1Cl)N1CCCC1c1nc(-c2ccccc2Cl)no1 (stereo not given)	-1.9%	7.3%	-12.5%	?	0.0%	16.8%	1.4%
CC1CC(CC(C)C(=O)NC(=S)Nc2ccc(S(N)(=O)=O)cc2)C(=O)O1 (stereo not given)	4.7%	-6.8%	-15.8%	-23.9	2.8%	-0.4%	-2.1%
CC(NC(=O)Cn1nc(C(=O)O)c2ccccc2c1=O)c1ccccc1 (stereo not given)	-1.7%	-3.0%	-15.4%	51.5	0.1%	-2.8%	-3.7%

Next results follow:
SMILES	AmpC detergent	AMA1-RON2 inh	AmpC no deterg	HCMV inh	LmPK inh	Sm TGR block	TbPYK inhibitor
O=C(CN1CCN(Cc2ccc(Cl)cc2)CC1)N/N=C/c1c[nH]c2ccccc12	-3.9%	8.8%	59.9%	-29.9	1.4%	1.6%	-8.2%
CC(c1nccs1)N(C)c1nc2nonc2nc1N(C)C (stereo not given)	-0.3%	4.5%	-19.1%	0.0	-0.7%	?	-2.1%
Cc1ccc(N2C(=O)[C@@H]3C(C(=O)C(c4ccccc4)c4ccccc4)=NN[C@@H]3C2=O)cc1	-3.9%	-0.2%	-14.5%	24.0	-2.4%	-10.6%	-1.4%
Cc1nnnn1/C(=C\c1ccccc1)C(=O)OCC(=O)Nc1ccc(Cl)cc1F	-5.2%	10.8%	-39.8%	-95.3*	/	-8.8%	-12.6%
Cc1ccc2[nH]c(=O)c(CN(CCO)C(=O)N(C)C)cc2c1	/	1.7%	/	-12.3	/	/	-5.5%
Cc1ccc(S(=O)(=O)Nc2nc3n(n2)C(c2ccc(F)cc2)C=C(c2ccccc2)N3)cc1 (stereo not given)	3.0%	/	/	?	/	-2.8%	0.5%
Clc1cccc2c1Sc1ccccc1CC2N1CCNCC1 (stereo not given)	?	-15.6%	100.2%[activator]	?	4.6%	3.5%	0.0%
CN(C)S(=O)(=O)c1ccc(SCC(=O)N2CC(=O)Nc3ccccc32)nc1	2.1%	6.7%	-17.0%	0.0	/	-9.6%	-20.2%
CCOc1ccccc1NC(=O)Cn1c2ncccc2c(=O)n1-c1ccc(C)c(C)c1	-2.8%	/	/	-10.1	/	11.2%	-0.9%
COc1ccc(/C=C2\SC(c3ccc(C)cc3)=NC2=O)cc1OC	4.4%	89.7%[activator]	-14.8%	-7.4	?	-17.0%	8.91µM*
COc1ccc(-c2c(C#N)c(N)nc(Sc3ccc(Cl)cc3)c2C#N)cc1	-7.7%	2.9%	-21.2%	-33.9	4.3%	13.4%	3.1%
CN(CCCC1CCCC1)C(=O)CC1C(=O)NCCN1Cc1cccc(F)c1F (stereo not given)	-5.8%	19.2%	166.6%[activator]	-28.3	-3.2%	28.2µM*	1.8%
CN(CCCCCC(=O)/C=N/O)Cc1ccccc1	2.5%	0.3%	-22.8%	-35.0	2.6%	-10.0%	-3.2%
O=C(Cc1n[nH]c(=O)c2ccccc12)N1CCN(S(=O)(=O)c2ccc(F)c(Cl)c2)CC1	/	5.6%	-7.6%	-8.2	/	/	0.9%
CCOC(=O)Nc1ccc2c(c1)N(C(=O)CN1CCN(C)CC1)c1ccccc1CC2	8.2%	4.0%	15.5%	6.1	9.9%	-0.7%	-4.6%
O=S(=O)(Nc1ccc(Br)cc1)c1cccc2nonc12	2.5%	-15.0%	-37.3%	-29.8	-6.8%	-1.6%	-1.1%
Cc1ccsc1CN(C)C(=O)CN1C(=O)NC(c2ccccc2)(c2ccccc2)C1=O	5.9%	-6.9%	-0.2%	?	/	2.9%	2.5%
COc1ccc(-c2c(C)c3ccc(O)c(CN4CCCCC4)c3oc2=O)cc1OC	20.3%	/	/	-10.2	/	?	-7.7%
CC1(C)Cc2ccccc2C(=O)N1	-10.5%	-8.5%	-0.8%	-2.0	5.4%	-1.5%	-6.2%
Cc1nn(C)c(C(=O)NNC(=S)NCc2ccco2)c1Cl	?	91.4%[activator]	6.8%	-9.8	4.1%	-15.1%	-8.1%
Cc1ccc(NC(=S)N2CCC(c3ccccc3)C2)c(Cl)c1 (stereo not given)	6.4%	-2.8%	-9.5%	13.1	-1.9%	17.1%	-4.2%
CC(C)C1C(=O)N(Cc2cn(CCC3OCCCO3)nn2)CCS(=O)(=O)N1Cc1ccc(-c2ccc(Cl)c(Cl)c2)cc1 (stereo not given)	/	-1.6%	/	-17.6	/	/	1.9%
COc1ccccc1-n1c(SCc2cc(=O)oc3cc(O)ccc23)nc2ccccc2c1=O	2.9%	0.0%	-49.7%	-30.3	4.4%	1.1%	5.4%
COc1ccc(-n2nc3c(c2NC(C)=O)CS(=O)(=O)C3)cc1	-5.8%	7.7%	-13.3%	8.3	4.1%	3.5%	-0.4%
CSc1ccc(CCNC(=O)Cn2nc(C)n3c(cc4sccc43)c2=O)cc1	18.8%	/	/	-14.8	/	2.3%	-0.8%
Cc1cccc(OCCC(=O)OCc2csc(CC(=O)Nc3ccccc3C)n2)c1	0.7%	-4.7%	0.3%	43.6	/	4.8%	-3.7%
Cc1ccc(C(=O)CSc2nc(N)cc(=O)[nH]2)cc1C	-7.3%	7.4%	-23.7%	-4.3	1.3%	-0.2%	0.4%
CCOC(=O)N1CCN(C(=O)CCNS(=O)(=O)c2ccccc2)CC1	-3.0%	3.8%	3.8%	38.3	0.1%	6.0%	-6.4%
COc1ccc(NCC(O)Cn2c(C)c(C)c3ccccc32)cc1 (stereo not given)	-2.2%	?	-5.3%	-22.0	4.8%	1.2%	-2.8%
CCCc1ccc(S(=O)(=O)NCC2CCCN2CC)cc1 (stereo not given)	-9.3%	6.3%	-1.6%	-35.8	-2.3%	-3.9%	-0.7%
O=c1[nH]c(=O)n(-c2ccccc2)c2c1C(C(F)(F)F)(C(F)(F)F)N=C(C1CCCCC1)N2	-6.3%	-19.4%	-24.0%	-3.7	-0.6%	5.9%	-0.5%
CC1CC(C)(C)NC(=S)N1CCCC(=O)Nc1ccc(F)cc1 (stereo not given)	1.8%	-1.1%	-6.9%	-8.3	0.6%	?	4.8%
CCC(CC)NC(=O)CN1CCN(S(=O)(=O)c2ccc(Br)s2)CC1	0.0%	-0.1%	72.4%[activator]	-14.1	/	-22.2%	-3.4%
